# Compound activity as filed in PubChem BioAssay.
# Tb PFK inh = blocks T. brucei phosphofructokinase; hit rate 0.17% among 330,000; Potency, µM (titrated, usually from 57.5 µM), without a hit: at the highest dose activity, negative = inhibition, hits mostly inhibitors; T. brucei PFK, ADP-Glo luminescence;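 also: potency is read from the fitted curve at half-maximal effect; 0% = uninhibited 1x PFK enzyme wells and -100% = no-enzyme wells; nearly all actives have a fitted effect of over 60% in size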
#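 Luminescent ADP detection (ADP-Glo, two-step: ATP depletion then ADP-to-ATP conversion for luciferase) reported PFK activity after 45 min room-temperature reaction of 1.25 nM enzyme with 0.5 mM F6P and 0.1 mM ATP at pH 8.0.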
# ASM inhibitor = human S-ASM enzyme inhibition; P17405; placental ASM, HMU-PC fluorogenic substrate, 60 min; Potency, µM (titrated, usually from 57.5 µM), for inactives: at the highest dose activity change, negative = inhibition, hits mostly inhibitors; hit rate 0.006% among 340,000; also: potency is read from the fitted curve at half-maximal effect
# Target sequence (P17405 47-631 limits assumed): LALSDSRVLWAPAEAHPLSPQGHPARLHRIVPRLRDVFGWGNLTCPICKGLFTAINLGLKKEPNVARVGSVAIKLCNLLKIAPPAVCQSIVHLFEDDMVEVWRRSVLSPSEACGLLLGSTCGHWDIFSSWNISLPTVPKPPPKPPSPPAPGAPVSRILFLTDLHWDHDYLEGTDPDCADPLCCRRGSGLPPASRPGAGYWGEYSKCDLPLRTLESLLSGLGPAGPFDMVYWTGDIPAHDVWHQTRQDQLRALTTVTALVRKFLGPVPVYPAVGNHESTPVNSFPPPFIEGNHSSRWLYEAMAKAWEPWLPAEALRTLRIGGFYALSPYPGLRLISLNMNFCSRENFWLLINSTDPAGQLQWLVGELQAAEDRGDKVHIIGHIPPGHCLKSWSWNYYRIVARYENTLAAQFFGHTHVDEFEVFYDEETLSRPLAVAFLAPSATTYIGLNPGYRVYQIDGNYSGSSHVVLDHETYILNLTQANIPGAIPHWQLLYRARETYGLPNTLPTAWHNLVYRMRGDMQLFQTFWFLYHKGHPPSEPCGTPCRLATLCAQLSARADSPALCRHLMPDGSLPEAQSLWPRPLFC
#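 Human placenta-derived ASM enzyme was preincubated with compound for 10 minutes at room temperature, then given fluorogenic substrate HMU-PC0 (9 uM final) for 60 minutes at 37 °C; a pH 10 stop preceded fluorescence reading at Ex 386/Em 447 nm.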
# Menin-MLL TR inh = menin-MLL binding inhibition, Texas Red mutant peptide; hit rate 0.23% among 270,000; Menin + Texas Red MLL mutant peptide, fluorescence polarization; Potency, µM (series often up to 61.6 µM), for the others: at the highest dose FP activity change, negative = inhibition, hits mostly inhibitors; O00255; active = well fitted inhibition curve with a large enough effect in the polarisation, with a control signal flat, not every such curve was filed as active; inconclusive = small, poorly fitted or top-dose-only effect, or effect the other way, or a change in a side signal; inactive = no such curve, though single readings can be large or run the other way; the % refers to the polarisation; also: potency is read from the fitted curve at half-maximal effect; % of control where 0% means no effect; many of its hits are not listed in these tables
# GALK inhibitor = blocks human galactokinase activity. Purified GALK, Kinase-Glo residual ATP luminescence. Potency, µM (top dose mostly 57.5 µM), for the others: at the highest dose activity change, negative = inhibition, hits mostly inhibitors. hit rate 0.007% among 270,000. AID 1868; also: potency is read from the fitted curve at half-maximal effect; % is scaled to controls: 0 for no effect and ±100 for the full control effect
#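 ATP-depletion format; final 35 uM ATP, 100 uM D-galactose, 5 nM enzyme; pH 8.0 HEPES/Mg2+ buffer; 60 min RT; luminescence read 10 min after detection reagent.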
# PKM2 activator = activators of human pyruvate kinase M2; P14618; purified PKM2, Kinase-Glo ATP luminescence, activation; response scale: 0% is enzyme alone, no compound; Potency, µM (titrated, usually from 57.5 µM), inactives show at the highest dose activation, hits mostly activators; hit rate 0.34% among 260,000; AID 1631; also: potency is read from the fitted curve at half-maximal effect; % is scaled to controls: 0 for no effect and ±100 for the full control effect; nearly all actives have a fitted effect of over 55% in size
# Target sequence (P14618 whole entry, looked up): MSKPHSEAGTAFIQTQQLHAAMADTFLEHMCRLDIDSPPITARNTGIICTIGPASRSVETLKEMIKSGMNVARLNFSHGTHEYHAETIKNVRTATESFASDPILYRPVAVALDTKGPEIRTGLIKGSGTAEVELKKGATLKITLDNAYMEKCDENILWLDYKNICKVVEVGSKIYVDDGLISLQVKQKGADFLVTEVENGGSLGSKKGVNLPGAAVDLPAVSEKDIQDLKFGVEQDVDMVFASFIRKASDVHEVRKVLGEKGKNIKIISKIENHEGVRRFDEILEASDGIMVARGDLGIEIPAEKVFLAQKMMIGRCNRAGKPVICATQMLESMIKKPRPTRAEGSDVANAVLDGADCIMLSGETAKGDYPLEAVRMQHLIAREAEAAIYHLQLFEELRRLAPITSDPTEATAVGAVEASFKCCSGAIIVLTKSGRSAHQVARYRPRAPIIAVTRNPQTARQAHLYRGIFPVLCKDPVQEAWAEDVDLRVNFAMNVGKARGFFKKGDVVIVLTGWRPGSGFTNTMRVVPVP
#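 Kinase-Glo luminescence reports ATP generated from ADP (0.1 mM) and PEP (0.5 mM) by purified hPK-M2 after 1 h at room temperature, pH 7.2 imidazole buffer; intermediate enzyme activity allows detecting inhibitors and activators.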
# Giardia kill = kills Giardia lamblia; Giardia lamblia trophozoite viability; activity change, % at 7.66 µM, hits read low; hit rate 0.15% among 340,000; in the data active = activity change below about -80%; inconclusive = between about -30% and that limit;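 also: parasites exposed to compound for two days anaerobically before the ATP read; % is scaled to controls: 0 for no effect and ±100 for the full control effect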
#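 Viability, read as ATP luminescence: trophozoites at 100 cells/well, compound added, 48 hrs anaerobic at 37 deg C, then 15-30 min room-temperature development before reading.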
# Chronic BCR inh = inhibitors of chronic active B-cell receptor signaling | ABC-DLBCL IkBa-CBG/CBR reporter, luminescence ratio, 4 h | Potency, µM (top dose mostly 46.1 µM), without a hit: top-dose ratio change, negative = lower green/red ratio, usual class: inhibitors | hit rate 0.05% among 340,000; active = well fitted inhibition curve with a large enough effect in the signal ratio, with a control signal flat, not every such curve was filed as active; inconclusive = small, poorly fitted or top-dose-only effect, or effect the other way, or a change in a side signal; the % refers to the signal ratio;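 also: potency is read from the fitted curve at half-maximal effect; plate controls were basal doxycycline-induced cells for no effect and cells given 10 µM MG132 for full effect; MG132 reads +100%, hits lower the ratio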
#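 TMD8 ABC-DLBCL cells carrying doxycycline-inducible green luciferase fused to IkappaBalpha plus unfused red luciferase were exposed to compounds (up to 46 uM) for 4 hrs at 37C. Activity came from the overlap-corrected green/red luminescence ratio.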
# FBPA coupling cs = counter-screen for Giardia aldolase inhibitors: coupling enzyme system; coupling enzyme system counterscreen, AmpLite Red fluorescence; activity change, negative = inhibition, % at 58.2 µM, hits read low; hit rate 0.67% among 290,000; AID 2472; in the data active = activity change below about -30%; also: % is scaled to controls: 0 for no effect and ±100 for the full control effect
#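 Coupling enzymes only (glyceraldehyde-3-phosphate) + compound, at 57.5 uM final, 10 min RT; add substrate/coupling/AmpLite Red mix, 20 min RT; fluorescence ex 525/em 598 nm. Actives flag coupling-system interference.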
# Integrin act MD = integrin-mediated muscular dystrophy alleviation activation. alpha7betagal myoblasts, beta-gal FDG fluorescence, 48 h. Potency, µM (highest dose often 38.3 µM), for inactives: at the highest dose activation, actives largely listed as activators. hit rate 0.064% among 350,000. AID 624291;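 also: potency is read from the fitted curve at half-maximal effect; 100% = response of the positive control SU9516; nearly all actives have a fitted effect of over 60% in size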
#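 alpha7betagal+/- myoblasts (passage 13, 250/well) treated 48 h at 37C with compounds at 1:260 dilution of DMSO stock. Lysed, then beta-galactosidase activity read as FDG fluorescence (ex 480/em 540) after 30 min, with pre-read for autofluorescence.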
# PTAP TSG101 blk = blocks PTAP/TSG101 interaction to inhibit HIV-1 budding; 340,000 tested, under 10 active; Q99816; AID 493005; Fluorescence polarization, FITC-PTAP peptide / Tsg101 binding; Potency, µM (highest dose often 115 µM), for the others: at the highest dose activity change, negative = inhibition, hits mostly inhibitors; active = well fitted inhibition curve with a large enough effect in the main read-out, with a control signal flat, not every such curve was filed as active; inconclusive = small, poorly fitted or top-dose-only effect, or effect the other way, or a change in a side signal; inactive = no such curve, though single readings can be large or run the other way; also: potency is read from the fitted curve at half-maximal effect; % of control where 0% means no effect
#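 Fluorescence polarization binding of Tsg101 binding domain (10 uM final) to FITC-labeled PTAP peptide (50 nM final) in HEPES pH 7.5 buffer with NaCl, Tween 20, EDTA, TCEP. Compounds added before peptide; binding 20 min at RT.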
# B2AR arrestin = recruits beta-arrestin to the human beta2-adrenergic receptor; AID 492947; beta-arrestin recruitment to beta2AR, cell-based reporter; hit rate 0.02% among 330,000; Potency, µM (titrated, usually from 46.1 µM), for inactives: top-dose activation, most hits filed as activators;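 also: potency is read from the fitted curve at half-maximal effect; 0% = DMSO controls and full agonism = EC100 isoproterenol or metaproterenol; nearly all actives have a fitted effect of over 65% in size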
# Active calls of the source: *; ? = inconclusive; / = not tested or not shown; [ ] = dose if it differs, or a comment. Unless noted, calls follow the shape of the dose curve; as a rule, active = well fitted curve in the direction sought with a large enough effect; inconclusive = small, poorly fitted or top-dose-only effect, or another doubt; inactive = no such curve, though single readings can be large; an effect the other way counts as inactive or inconclusive.
SMILES,Tb PFK inh,ASM inhibitor,Menin-MLL TR inh,GALK inhibitor,PKM2 activator,Giardia kill,Chronic BCR inh,FBPA coupling cs,Integrin act MD,PTAP TSG101 blk,B2AR arrestin
Cc1ccc([C@@H]2C[C@H]3CN(Cc4cccc(Cl)c4)C(=O)[C@]34CCCN24)o1,-1%,1%,-22%,0%,12%,1,?,-3,-7%,0%,-0.1%
Cc1ccc2c(Cl)c(C(=O)Nc3nn[nH]n3)sc2c1,-2%,12%,-8%,3%,-36%,-15,16%,3,2%,-5%,0.1%
Cc1ccc2[nH]c3c(=O)n(CCCN4CCOCC4)cnc3c2c1,-2%,2%,-4%,3%,2%,3,23%,2,-18%,-5%,-0.1%
O=C1OC(Nc2ccc3c(c2)OCO3)c2ccccc21 (stereo unspecified),-8%,7%,1%,5%,-15%,14,?,-3,-44%[inhibitor],1%,-0.6%
Cc1nc(/C(N)=N/OC(=O)c2cccc(Cl)c2)c(C(F)(F)F)o1,-6%,-2%,/,-6%,-1%,7,-38%,0,?,-5%,-0.1%
CCN(CC(=O)NCc1cccs1)C(=O)c1ccc(S(=O)(=O)Nc2ccccc2C)cc1,-11%,/,/,/,/,12,?,/,20%,1%,0.1%
Cc1nc(C(=O)Nc2cccc(Cl)c2Cl)nn1-c1cc(OC(C)C)c(Cl)cc1Cl,0%,-2%,/,-4%,-3%,-19,2%,3,17%,-3%,0.9%
CC(C)CCOc1ccc(-c2c(=O)n(OCc3ccc([N+](=O)[O-])cc3)c3ccccc3[n+]2[O-])cc1,3%,22%,?,-2%,1%,8,0%,-7,5%,-3%,0.1%
Cc1ccc(S(=O)(=O)N(Cc2ccccc2)c2ccccc2C(=O)N2CCCCC2)cc1,-5%,-2%,?,-1%,/,-6,1%,-3,12%,-3%,-0.3%
CCOc1ccc(N2C=Nc3ccc(OCC)cc3C2)cc1,-4%,-1%,?,/,/,-21,-12%,3,-3%,-4%,-0.9%
Cn1c(N)c(C(=O)CSc2nnc(NC3CCCCC3)s2)c(=O)n(C)c1=O,-2%,3%,/,/,/,-15,10%,/,22%,-5%,-1.1%
COc1ccc(CCNC(=O)Cn2nc(C(=O)O)c3ccccc3c2=O)cc1OC,-4%,6%,16%,11%,-10%,3,-8%,-7,1%,0%,0.1%
O=C(O)c1ccc(Cn2cc(C(F)(F)F)ccc2=O)cc1,-3%,8%,-8%,1%,5%,-25,2%,0,-4%,-5%,-0.1%
COc1ccccc1C(=O)NCCn1cc(SCC(=O)NCC2CCCO2)c2ccccc21 (stereo unspecified),0%,5%,-16%,2%,-12%,28,?,1,11%,-3%,0.5%
Cc1ccc(S(=O)(=O)N2CCN(S(=O)(=O)N3CCCCC3)CC2)c(C)c1,0%,24%,10%,-3%,18%,1,4%,2,7%,0%,-0.4%
C/C=C/C(=O)Nc1ccccc1Br,-3%,-1%,6%,0%,0%,17,-10%,2,1%,-5%,0.2%
O=C(NCc1ccc2c(c1)OCO2)c1ccc2c(c1)C(=O)N(Cc1cccnc1)C2=O,1%,1%,-15%,-1%,?,-13,?,0,18%,-2%,0.4%
OC1COC(OCC2OC(OCc3ccccc3)C(O)C(O)C2O)C(O)C1O (stereo unspecified),-3%,0%,24%,2%,-1%,-7,-10%,0,23%,-1%,-0.9%
CN(C)CCn1nnnc1SCC1=C(C(=O)O)N2C(=O)[C@@H](NC(=O)Cc3csc(N)n3)[C@H]2SC1,12µM*,1%,/,/,/,12,5%,/,/,-1%,-0.1%
CCc1ccc2c(c1)cc(CN(C(=S)Nc1ccccc1C)C1CC1)c1nnnn12,2%,-1%,10%,-4%,-9%,-2,1%,0,-3%,-3%,0.1%
Cc1ccc(OCCNS(=O)(=O)c2ccc(Cl)cc2)cc1,0%,-7%,/,/,/,-14,2%,/,3%,0%,0.2%
CCOC(=O)CSc1nc2c(c(=O)n1-c1ccc(OCC)cc1)SCC2,0%,1%,-11%,-2%,0%,21,-1%,0,-3%,-4%,0.2%
O=c1c2c3c(sc2n(CCN2CCCC2)c(=O)n1Cc1ccccc1)CCCCC3,0%,-5%,/,6%,0%,10,-20%,3,-73%[inhibitor],-4%,0.0%
O=C(CN1CCC(n2nnc3ccccc32)CC1)Nc1ccc2c(c1)CCC2,1%,-3%,2%,-2%,4%,0,-7%,-1,-23%,-6%,-0.1%
Cc1ccc(C2(C)NC(=O)N(CC(=O)NNC(=O)c3cc(C)oc3C)C2=O)cc1 (stereo unspecified),-1%,-2%,/,/,/,5,-8%,/,-8%,1%,0.2%
CCOC(=O)N1CCN(CC(=O)Nc2ccc(F)c(F)c2F)CC1,-4%,0%,4%,1%,-3%,8,-9%,-4,24%,-3%,-0.2%
O=C(CN1C(=O)/C(=C/c2cccc(Br)c2)SC1=S)NC1=NCCS1,-1%,-5%,/,0%,2%,5,5%,0,-1%,-7%,-0.1%
COc1ccc(CCNC(=O)c2ccccc2NC(=O)c2ccco2)cc1OC,1%,-3%,21%,2%,-1%,6,4%,-1,3%,0%,-0.4%
COCCN1C(=O)C(=O)/C(=C(/O)c2ccc(S(=O)(=O)N3CCCCC3)cc2)C1c1ccc(OC)c(OC)c1 (stereo unspecified),24%,-3%,8%,-4%,6%,-4,-1%,6,-8%,-4%,0.1%
COc1ccc(C(C)(C)C)cc1NC(=O)Cn1cnnn1,-1%,-2%,14%,-1%,-5%,-3,11%,1,12%,-3%,0.1%
CCN(C(=O)CSc1nnc(-c2ccc(Cl)cc2)n1C)C1CCS(=O)(=O)C1 (stereo unspecified),-3%,4%,13%,-8%,-2%,-7,0%,1,17%,-3%,-0.1%
O=C(CCc1nnc2ccc(N3CCCC3)nn12)Nc1cc(F)ccc1F,2%,0%,/,2%,/,41[activator],-2%,/,-7%,-8%,-1.0%
CC(C)=N/N=C(/c1ccc([N+](=O)[O-])cc1)C12CN3CN(CN(C3)C1)C2,3%,4%,-4%,6%,-1%,-4,?,1,0%,-3%,0.0%
COc1ccccc1C(=O)NC(=O)Nc1c(C)cc(C)cc1C,0%,-4%,?,2%,/,-9,-10%,0,10%,-9%,4.1%
Cc1ccc(-n2c(O)c(C=Nc3ccc(S(=O)(=O)Nc4ncccn4)cc3)c3ccccc3c2=O)cc1C,0%,20%,-2%,8%,8%,5,6%,-1,-8%,2%,0.0%
O=C(CNc1cccc2ccccc12)N/N=C/C(Br)=C/c1ccccc1,0%,-13%,?,/,0%,0,0%,-4,-44%,-6%,0.4%
COc1ccc(OC)c(S(=O)(=O)n2cccn2)c1,1%,2%,7%,3%,-1%,-14,-1%,3,9%,-5%,-1.1%
CC(C)N(C(=O)CSc1nc(COc2ccccc2)nc2ccccc12)C(C)C,-1%,?,-10%,9%,/,-1,0%,0,?,0%,0.0%
O=C(O)C(c1ccccc1)N1C(=O)/C(=C\c2ccc(-c3cccc(Cl)c3)o2)SC1=S (stereo unspecified),-3%,-28%,?,-8%,/,21,?,5,-7%,12%,0.1%
Cc1cc(NC(=O)Nc2ccccc2[N+](=O)[O-])no1,-6%,-1%,3%,1%,-11%,-8,6%,1,11%,1%,-0.3%
COc1c(C)cc(C(=O)C2CCCN(Cc3c(C)n(C)n(-c4ccccc4)c3=O)C2)cc1C (stereo unspecified),-1%,3%,9%,2%,-7%,11,11%,5,4%,-4%,0.3%
CC(C)CC1NC(=O)N(CC(=O)Nc2ccccc2-c2ccccc2)C1=O (stereo unspecified),-7%,1%,-5%,-2%,2%,-7,-1%,-6,14%,1%,-0.1%
Cc1ccc2c(c1Br)/C(=N/N1C(=O)c3ccccc3C1=O)C(=O)N2,-1%,-4%,18%,2%,3%,-1,?,/,-35%[inhibitor],-3%,-0.3%
C=CCN(C(=O)CCC(=O)Nc1cc(C)on1)C(C(=O)NC1CCCC1)c1ccc(C)cc1 (stereo unspecified),9%,3%,-15%,-1%,-1%,?,11%,0,-6%,-6%,-0.6%
C=CCS(=O)(=O)N1CCCC(C(=O)c2cccc(Cl)c2)C1 (stereo unspecified),-3%,2%,-15%,0%,-2%,1,?,0,10%,0%,-0.3%

# Only part of the results is shown; rates above refer to the full screens.
